Source: PubChem
tim10-1 inh: tim10-1 yeast growth inhibition; inhibition, % at 20 µM; actives 2.2% (n = 330,000); S. cerevisiae tim10-1 ts strain growth, BacTiter-Glo, 24 h;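 active = inhibition of at least 40%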;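 note: mutant grown at 25 °C; 0% = DMSO wells with yeast and 100% = wells holding no yeast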
APJ antag: blocks the human apelin receptor APJ; P35414; CHO-K1 APJ beta-arrestin complementation, luminescence; inhibition, % at 20 µM; actives 0.32% (n = 330,000); AID 2521;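 active = inhibition above about 40% at 20 µM, limit read from the data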;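 note: cells challenged with 10 nM apelin-13 agonist together with compound; plate controls were apelin-13 plus DMSO wells for no effect and DMSO wells lacking apelin-13 for full effect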
Target sequence (P35414 whole entry, looked up): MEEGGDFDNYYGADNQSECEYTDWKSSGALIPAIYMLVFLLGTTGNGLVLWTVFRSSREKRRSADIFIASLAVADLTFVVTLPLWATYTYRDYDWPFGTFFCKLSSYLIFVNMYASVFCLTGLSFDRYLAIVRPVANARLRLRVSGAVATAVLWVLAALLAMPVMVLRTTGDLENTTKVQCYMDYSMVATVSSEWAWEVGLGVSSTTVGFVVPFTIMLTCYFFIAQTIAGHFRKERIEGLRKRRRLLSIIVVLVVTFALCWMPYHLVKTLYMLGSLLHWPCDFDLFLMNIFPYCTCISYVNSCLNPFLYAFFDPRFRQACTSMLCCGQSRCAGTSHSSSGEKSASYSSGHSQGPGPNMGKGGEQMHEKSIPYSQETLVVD
tim23-1 inh: inhibits growth of tim23-1 mutant yeast | inhibition, % at 20 µM | AID 463212 | actives 1.3% (n = 330,000) | S. cerevisiae tim23-1 growth, BacTiter-Glo luminescence, 24 h;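 active = growth inhibition of the mutant yeast at or above 50%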;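 note: temperature-sensitive mutant grown at 25 °C; plate controls were DMSO-treated mutant yeast for no effect and medium wells lacking yeast for full effect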
NLRP3 yeast inh: NALP3 inhibition in yeast; Yeast reconstituted NLRP3/ASC/caspase-1, beta-gal luminescence, 24 h; inhibition, % at 10 µM; actives 0.39% (n = 330,000); AID 2825;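 active = inhibition of 50% or more; inactive = inhibition below 50%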;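 note: plate controls were induced DMSO wells for no effect and uninduced yeast grown without galactose for full effect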
TIM10 inh: TIM10 yeast growth inhibition. actives 1.4% (n = 330,000). AID 463195. inhibition, % at 10 µM. S. cerevisiae TIM10 strain growth, BacTiter-Glo luminescence, 24 h;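 active = inhibition of 40% or more at the single tested concentration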;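 note: wild-type TIM10 isogenic control strain grown at permissive 25 °C; 0% = DMSO yeast wells and 100% = minimal medium wells without yeast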
beta cell repl: induces beta-cell replication in MIN6 cells; proliferation, % at 10 µM; actives 0.29% (n = 330,000); MIN6 cells proliferation, ATPlite luminescence, 48 h; cells starved in 0.2% serum; 100% = growth in 10% serum;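 active = compounds whose signal lies at least 3.5 SD above the mean of all wells on their plate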;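 note: 0% = DMSO-treated cells in low-serum medium and 100% = 10% serum control; some compounds called inactive have numbers as strong as hits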
MPTP inh: inhibitors of mitochondrial permeability transition pore. isolated mouse mitochondria, Ca2+ swelling absorbance, 30 min. inhibition, % at 10 µM. actives 1.4% (n = 360,000). AID 602449;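 active = inhibition of 50% or more, scaled per plate between neutral and stimulator controls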;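 note: 0% = DMSO wells given calcium and 100% = 1 mM EGTA wells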
APJ agonist: APJ receptor agonism; activation, % at 20 µM; CHO-K1 APJ PathHunter beta-arrestin, luminescence; 0% DMSO wells, 100% apelin; P35414; actives 0.11% (n = 330,000);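 active = activation more than six SD over the plate average, tested at 20 µM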;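 note: 0% = DMSO alone and 100% = apelin-13 at 10 nM; some results filed as inactive read as strong as hits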
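Incubation: overnight seeding, 90 min compound at 25 °C, 1 h detection; test system: PathHunter CHO-K1 APJ (AGTRL-1) beta-arrestin reporter cells; amount: 1000 cells/well; doses: one dose, 20 µM compound, 1% DMSO; measured by: beta-gal luminescence; measure: agonist-driven arrestin binding to APJ; benchmarks: negative DMSO alone, positive Apelin-13 at 10 nM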
GRIN3A LBD mod: modulators (binders) of human NR3A ligand-binding domain; NR3A LBD differential scanning fluorimetry, Tm shift; 0% = protein alone, 100% = glycine-bound protein; Tm shift relative to glycine control, % at 25 µM; actives 2.5% (n = 340,000);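 active = melting temperature shift of at least 10% of the positive control shift, at one fixed dose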
Active calls of the source: *; . = not tested or not shown.

structure	tim10-1 inh	APJ antag	APJ agonist	TIM10 inh	tim23-1 inh	beta cell repl	NLRP3 yeast inh	GRIN3A LBD mod	MPTP inh
COc1cccc(-c2noc(Cn3nc(C(=O)O)c4ccccc4c3=O)n2)c1	-3.0	10.7	1.0	20.4	14.2	-1.3	23.0	-3.3	-0.2
Cc1onc(-c2ccccc2Cl)c1C(=O)O/N=C(\N)c1ccc([N+](=O)[O-])o1	49.2*	-12.9	8.0	44.2*	39.3	-4.3	13.5	-1.2	-1.5
CC(C(=O)O)n1nc(-c2ccccc2)c2ccccc21 (centres undefined)	3.8	6.7	0.5	7.6	-8.2	-3.8	3.0	0.2	0.3
Cc1sc2ncnc(N3CCCC(C)C3)c2c1C (centres undefined)	17.1	-5.7	-2.7	13.9	31.6	-0.2	19.5	-0.4	0.7
COc1ccc(Cl)cc1NC(=O)Cn1cccc1	20.6	-21.1	-1.3	6.5	17.2	-0.8	-4.5	-0.8	-1.4
c1ccc(CSc2ncccn2)cc1	-10.5	8.2	-1.1	-14.8	5.6	-0.6	-9.0	-8.6	-0.1
CC[C@@H]1C(c2ccccc2)=NN(c2ccc(Br)cc2)[C@H]1C(=O)N1CCOC1=O	20.5	.	.	19.6	58.1*	.	.	8.7	0.1
Cc1nn(CC(=O)NC2CCS(=O)(=O)C2)c(C)c1S(=O)(=O)N(C)C (centres undefined)	10.5	3.6	-2.4	3.6	12.3	-3.3	-7.7	-2.9	-2.1
COc1cc(O)c(C(CC(=O)N2CCOCC2)c2ccc3c(c2)OCO3)c(OC)c1 (centres undefined)	9.7	2.2	9.3	6.1	8.5	-2.3	19.0	-2.4	-0.2
COC(=O)C1=C(N)Oc2cc(C)n(Cc3ccncc3)c(=O)c2C1c1cccnc1 (centres undefined)	-1.7	18.9	-2.3	-0.1	1.7	-4.2	7.4	-0.4	-4.3

(more compounds)
structure	tim10-1 inh	APJ antag	APJ agonist	TIM10 inh	tim23-1 inh	beta cell repl	NLRP3 yeast inh	GRIN3A LBD mod	MPTP inh
Cc1cc(Cl)cc(C)c1OCCCCCn1ccnc1	14.6	4.8	-3.1	16.0	22.3	-2.1	23.3	0.2	1.2
CCOC(=O)C1CCN(C(=O)Cn2cnc3sc(C)c(S(=O)(=O)N4CCC(C)CC4)c3c2=O)CC1	14.4	0.3	-4.3	1.0	13.8	-0.1	-0.3	-0.7	-1.1
CC(=O)c1cccc(NC(=O)CN2CCN(Cc3ccccc3)CC2)c1	-10.7	13.1	-2.7	12.6	-1.0	-3.3	7.6	0.7	1.3
N#CCC(=O)N/N=C/c1cc([N+](=O)[O-])ccc1N1CCCC1	12.1	9.4	-1.9	-3.0	-1.7	-5.2	9.8	-0.8	-3.1
Clc1ccc2[nH]c3c(NCCCN4CCOCC4)ncnc3c2c1	-13.9	10.2	-4.2	-38.6	-22.8	1.9	8.0	1.8	1.6
O=C(O)Cn1c(P(=O)(O)c2ccccc2)nc2ccccc21	13.7	16.1	-2.5	8.2	-3.1	0.2	4.7	0.0	-6.8
CCOC(=O)CNc1ncc(C(F)(F)F)cc1Cl	-5.7	3.7	-2.2	0.8	4.5	-1.5	15.6	-0.2	-0.5
O=C(Nc1ccccc1F)c1oc2ccccc2c1NC(=O)C1CC1	-8.8	16.8	-5.2	-9.5	-3.3	-3.2	-2.0	0.5	-1.7
Cc1ccc(C(=O)COC(=O)c2ccc3c(c2)C(=O)N(c2cccc4ncccc24)C3=O)cc1C	13.2	-0.3	2.3	14.3	5.1	-6.3	9.6	0.6	23.7
CCCOc1ccc(CSC2=NCCN2)cc1[N+](=O)[O-]	18.5	-14.7	-4.4	1.3	12.3	-2.4	6.2	-1.0	-3.1

New compounds follow.
structure	tim10-1 inh	APJ antag	APJ agonist	TIM10 inh	tim23-1 inh	beta cell repl	NLRP3 yeast inh	GRIN3A LBD mod	MPTP inh
O=S(=O)(Cc1ccccc1)Nn1cnnc1	10.7	-8.0	-2.3	8.8	2.6	-0.9	18.2	-1.2	-1.0
COC1=C/C(=C/c2c(O)c(C#N)c3ccccn23)C=CC1=O	10.6	33.5	-4.5	8.4	0.7	1.3	-40.9	-0.7	21.3
COc1ccc(CNC(=O)C/C(C)=N/NC(=O)c2ccc([N+](=O)[O-])cc2Cl)cc1	0.1	-35.6	-0.3	-1.3	14.7	-1.2	11.2	-1.3	0.6
O=C(COc1ccc(F)cc1)c1c(O)cc(O)cc1O	-2.3	-10.7	-3.7	11.1	29.4	-1.8	3.6	3.0	2.5
CCN(CC(=O)Nc1ccc(NC(C)=O)cc1)C(=O)COc1ccccc1-c1ccccc1	7.0	-2.9	-6.0	-0.3	3.6	-0.6	5.5	-1.4	-0.8
CC(/C=C/c1ccccc1)=N\NC(=O)CCc1ccccc1	-9.1	-12.5	-2.1	23.1	19.1	-2.8	11.2	-0.8	2.2
O=C(Nc1ccc(S(=O)(=O)N2CCOCC2)cc1)C1CCN(S(=O)(=O)c2ccc(F)cc2)CC1	-5.9	-8.5	4.8	-2.7	-8.6	-1.4	-0.5	-4.7	-0.2
S=c1[nH]nc(-c2ccco2)n1C1CCCCC1	26.8	-3.9	-2.5	26.4	34.3	-3.0	-17.4	-8.1	3.6
O=C(CN1CCC(NC(=O)c2ccco2)CC1)Nc1ccccc1C(F)(F)F	18.6	-20.6	1.7	10.1	8.1	-3.3	1.1	1.0	0.6
O=C(O)COCC(=O)NC1CCN(Cc2ccccc2)CC1	2.4	4.9	-1.0	13.2	3.0	0.1	7.1	2.5	1.9

Additional structures follow:
structure	tim10-1 inh	APJ antag	APJ agonist	TIM10 inh	tim23-1 inh	beta cell repl	NLRP3 yeast inh	GRIN3A LBD mod	MPTP inh
CCCCn1c(N)c(N(CC)C(=O)c2ccccc2C(F)(F)F)c(=O)[nH]c1=O	-6.8	-9.8	-3.6	-5.0	0.0	-3.1	9.0	-1.7	-1.7
CCOC(=O)c1ccc2c(c1)nc(SCc1cn3ccsc3n1)n2CC	23.3	1.8	1.0	44.4*	34.8	-1.3	16.2	3.2	-3.0
CN(C(=O)CN(c1ccccc1)S(=O)(=O)c1ccc(F)cc1)C1CCS(=O)(=O)C1 (centres undefined)	-6.2	2.5	-1.2	-2.8	11.7	2.2	7.3	-0.9	-0.4
CN1C(=O)/C(=C/c2cccc(Cl)c2)Sc2ccc(C(=O)N3CCOCC3)cc21	8.2	-1.2	4.6	10.4	10.8	-3.5	22.7	-1.4	-0.9
CC(=O)c1nn(-c2ccc(Cl)cc2)cc1C(=O)c1ccc(C)cc1	12.9	14.3	0.0	10.1	11.0	-3.5	3.5	-0.3	2.8
CCC1CCCCN1CCCNC(=O)C1CC(=O)N(CCc2ccccc2)C1 (centres undefined)	-12.8	9.1	-2.0	-5.3	-9.5	2.8	8.3	0.7	-2.8
COc1ccc(NS(=O)(=O)c2cc(NC(=O)COc3ccc(OC)cc3)ccc2N2CCOCC2)cc1	24.7	-9.9	-0.5	11.7	17.9	-1.9	23.3	2.8	-1.4
CC(C)(C)[C@H]1C=C(C(N)=O)O[C@@H](OCCCCO)C1	1.9	2.3	-5.1	0.9	-7.8	-3.2	2.1	-4.4	-1.6
CCOC(=O)c1c(CN2CCN(CCO)CC2)n(-c2ccccc2)c2cc(Br)c(O)cc12	7.2	-12.2	-1.9	-16.4	18.6	-5.7	-1.3	0.7	-2.1
Cc1ccc(NC(=O)CN(C)C(=O)c2ccc(Cl)c(S(=O)(=O)NCc3ccco3)c2)cc1	-13.5	-10.0	-1.3	-10.2	-2.3	1.1	13.5	2.6	-0.3

A run of entries taken from the entries so far:
structure	tim10-1 inh	APJ antag	APJ agonist	TIM10 inh	tim23-1 inh	beta cell repl	NLRP3 yeast inh	GRIN3A LBD mod	MPTP inh
COc1cccc(-c2noc(Cn3nc(C(=O)O)c4ccccc4c3=O)n2)c1	-3.0	10.7	1.0	20.4	14.2	-1.3	23.0	-3.3	-0.2
Cc1onc(-c2ccccc2Cl)c1C(=O)O/N=C(\N)c1ccc([N+](=O)[O-])o1	49.2*	-12.9	8.0	44.2*	39.3	-4.3	13.5	-1.2	-1.5
CC(C(=O)O)n1nc(-c2ccccc2)c2ccccc21 (centres undefined)	3.8	6.7	0.5	7.6	-8.2	-3.8	3.0	0.2	0.3

Next structures follow.
structure	tim10-1 inh	APJ antag	APJ agonist	TIM10 inh	tim23-1 inh	beta cell repl	NLRP3 yeast inh	GRIN3A LBD mod	MPTP inh
COc1ccc(NC(=O)/C=C/c2c(Cl)nc3ccccn23)cc1	27.6	1.0	0.5	13.2	1.1	-4.9	-2.4	17.4*	1.1
O=C1CC(c2ccc(Cl)cc2)CC(O)=C1C=NCCO (centres undefined)	-6.9	7.0	-3.4	-5.5	-6.0	2.6	-0.7	.	0.4
COc1ccc(CNC(=O)c2c(C)oc3c2C(=O)c2ccccc2C3=O)cc1	83.3*	-164.4	6.3	56.5*	88.6*	-6.3	69.0*	0.4	1.9
COc1ccc(CCC(=O)N/N=C/c2ccc3c(c2)OCO3)cc1	6.9	7.0	-1.9	-6.6	10.3	0.9	0.6	0.5	2.3
COc1cccc(CNC(=O)c2cccnc2Sc2ccc(Cl)cc2)c1	19.9	-23.4	-2.2	10.6	15.6	-2.7	0.8	1.1	1.3
C/C(CC(=O)NCc1ccco1)=N\NC(=O)c1ccc(Cl)cc1Cl	11.9	2.7	0.2	-8.8	14.3	4.9	-2.1	2.2	0.2
CCC(C)NC(=O)c1cc2c(=O)n3ccccc3nc2s1 (centres undefined)	20.8	1.3	-1.1	-3.5	26.1	1.4	4.1	-0.3	0.2
COCCCNCCCCOc1cccc(Br)c1	-20.7	-0.4	-2.1	4.9	7.7	0.0	19.2	-5.2	0.5
COc1ccc(NC(=O)CO/N=C/C(=O)Nc2ccccc2C)c([N+](=O)[O-])c1	-1.9	2.2	-2.1	1.4	19.1	1.2	20.8	-1.4	0.8
Cc1cc(NC(=O)c2ccc3c(c2)C(=O)N(C2CCCCC2)C3=O)no1	-2.1	-10.4	-4.0	9.3	-3.5	1.3	3.9	-1.4	-6.5

New compounds follow
structure	tim10-1 inh	APJ antag	APJ agonist	TIM10 inh	tim23-1 inh	beta cell repl	NLRP3 yeast inh	GRIN3A LBD mod	MPTP inh
CCc1nc(SCc2nnc(-c3ccc(C)cc3)o2)c2c(C)c(C)sc2n1	9.3	8.7	-1.1	12.8	-1.9	-1.1	9.1	0.6	.
COc1ccc2c(c1)C(=O)C(=O)N2CC1COc2ccccc2O1 (centres undefined)	39.6	13.6	-4.4	8.0	38.4	-5.1	13.8	8.1	0.3
COc1ccc(C(=O)O/N=C(\N)Cc2ccc(Cl)cc2)cc1OC	-1.8	-57.4	12.3*	79.0*	67.6*	-3.0	4.0	-0.2	-4.5
C/C(=N\Nc1ccccn1)c1ccc(OC(F)F)cc1	17.3	-19.0	-2.2	9.2	14.9	-5.2	10.8	-0.5	1.7
Cc1ccccc1NC(=O)C1CCCN(S(=O)(=O)c2cnc[nH]2)C1 (centres undefined)	4.3	3.4	-0.8	2.4	7.4	3.5	5.1	-1.2	-0.5
O=C(COc1ccccc1)Nc1nnc(-c2ccc3c(c2)CCCC3)o1	33.1	-66.9	-3.8	24.2	39.2	-4.7	17.7	-2.6	0.6
O=C(NCCc1ccccc1)C(=O)Nc1ccc([N+](=O)[O-])cc1	18.3	12.3	-2.7	3.5	2.9	-0.1	2.4	0.6	3.8
Cc1cccc(N2C(=O)CC(Sc3nc(C)cc(C)n3)C2=O)c1 (centres undefined)	32.6	-2.6	-0.3	-6.0	3.5	-1.2	4.3	0.0	-2.0
CCOC(=O)N1CCC(Nc2c(-c3ccccc3)c(=O)c2=O)CC1	0.3	2.5	-1.4	8.9	4.6	-1.9	9.9	-0.4	5.0
COCCNC(=O)CSCc1nc(-c2ccc(SC)cc2)oc1C	15.2	13.2	-3.5	7.1	22.8	1.1	3.5	1.4	1.9
